Screening results as filed in PubChem BioAssay.
CXXC DNA block – blocks binding of human MLL CXXC domain to DNA. MLL-CXXC / FITC-HOXA9 DNA fluorescence polarization. Potency, µM (top dose mostly 115 µM), inactives show at the top dose activity change, negative = inhibition, actives largely listed as inhibitors. hit rate 0.037% among 290,000. AID 2662; active = well fitted inhibition curve with a large enough effect in the polarisation, with a control signal flat, not every such curve was filed as active; the % refers to the polarisation; also: potency is read from the fitted curve at half-maximal effect
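Purified MLL-CXXC (added from a 7 uM solution) was preincubated 5 min at ambient with pinned compounds in 50 mM Tris-HCl pH 7.5, 50 mM NaCl, 1 mM DTT, 0.05% BSA. Fluorescein-labeled HOX-A9 DNA (50 nM solution) followed, 30 min, then polarization read.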
Coupling enz – inhibits coupling enzyme system, counter-screen for aldolase hits | coupling enzyme system counterscreen, AmpLite Red fluorescence | activity change, negative = inhibition, % at 58.2 µM, hits read low | hit rate 0.67% among 290,000 | AID 2472; in the data active = activity change below about -30%; also: % is scaled to controls: 0 for no effect and ±100 for the full control effect
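Fluorescence at 525 nm excitation and 598 nm emission measured inhibition of the coupled detection system without aldolase. Compounds (at 57.5 uM final) were preincubated 10 min at room temperature with coupling enzyme reagent before a 20 min substrate/AmpLite Red step.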
* marks the source's active call; other numbers are inactive results; & = joins results of further samples.

SMILES | CXXC DNA block | Coupling enz
CCC1C(=O)OCC1Cc1cncn1C (stereo not given) | 0.1% | 0.1&1.7

Only part of the results is shown; the hit share may differ from the screen's.
